Source: PubChem BioAssay
GRK2 aptamer HTS: human GRK2 inhibition via aptamer displacement; P25098; bead flow cytometry, FAM-aptamer displacement from GRK2; inhibition of aptamer binding, % at 10 µM; 330,000 tested, 0.59% active; AID 488847;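 active = inhibition of aptamer binding above 40%, roughly 3 SD of noise, on plates passing a quality check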;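 note: median bead fluorescence of bound FAM aptamer so fluorescent compounds give negative values; no value below 0 was filed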
Bcl-xL primary: blocks human Bcl-xL binding to Bim BH3 peptide; inhibition, % at 10.9 µM; GST-Bcl-xL / FITC-Bim BH3 peptide fluorescence polarization; 320,000 tested, 0.7% active; Q07817; AID 2129;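 active = inhibition above the mean of all tested compounds plus 3 SD, cutoff set per campaign, cut at about 30% in these data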;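 note: 0% = DMSO wells and 100% = unlabeled Bim-BH3 peptide competitor; inhibitors lower millipolarization by displacing the labeled peptide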
MEX-5 binding: C. elegans MEX-5 TCR-2 RNA binding activity. AID 1832. 300,000 tested, 0.38% active. MEX-5/FITC-TCR2 RNA binding, fluorescence polarization; hits give low values. activity score (negative = inhibition of binding), % at 10 µM. Q9XUB2;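 active = inhibition past about -25% in most replicates, and total fluorescence under double the plate's negative control median, limit read from the data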;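 note: 0% = DMSO and -100% = 5 µM competing unlabeled TCR2 RNA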
VLA-4 inh: inhibition in a human VLA-4 binding assay; inhibition, % (about 7 µM as worked out from the volumes in the protocol); 330,000 tested, 0.2% active; VLA-4 expressing cells, ligand binding flow cytometry; in the data active = inhibition above about 50%
Target sequence (P13612 whole entry, looked up): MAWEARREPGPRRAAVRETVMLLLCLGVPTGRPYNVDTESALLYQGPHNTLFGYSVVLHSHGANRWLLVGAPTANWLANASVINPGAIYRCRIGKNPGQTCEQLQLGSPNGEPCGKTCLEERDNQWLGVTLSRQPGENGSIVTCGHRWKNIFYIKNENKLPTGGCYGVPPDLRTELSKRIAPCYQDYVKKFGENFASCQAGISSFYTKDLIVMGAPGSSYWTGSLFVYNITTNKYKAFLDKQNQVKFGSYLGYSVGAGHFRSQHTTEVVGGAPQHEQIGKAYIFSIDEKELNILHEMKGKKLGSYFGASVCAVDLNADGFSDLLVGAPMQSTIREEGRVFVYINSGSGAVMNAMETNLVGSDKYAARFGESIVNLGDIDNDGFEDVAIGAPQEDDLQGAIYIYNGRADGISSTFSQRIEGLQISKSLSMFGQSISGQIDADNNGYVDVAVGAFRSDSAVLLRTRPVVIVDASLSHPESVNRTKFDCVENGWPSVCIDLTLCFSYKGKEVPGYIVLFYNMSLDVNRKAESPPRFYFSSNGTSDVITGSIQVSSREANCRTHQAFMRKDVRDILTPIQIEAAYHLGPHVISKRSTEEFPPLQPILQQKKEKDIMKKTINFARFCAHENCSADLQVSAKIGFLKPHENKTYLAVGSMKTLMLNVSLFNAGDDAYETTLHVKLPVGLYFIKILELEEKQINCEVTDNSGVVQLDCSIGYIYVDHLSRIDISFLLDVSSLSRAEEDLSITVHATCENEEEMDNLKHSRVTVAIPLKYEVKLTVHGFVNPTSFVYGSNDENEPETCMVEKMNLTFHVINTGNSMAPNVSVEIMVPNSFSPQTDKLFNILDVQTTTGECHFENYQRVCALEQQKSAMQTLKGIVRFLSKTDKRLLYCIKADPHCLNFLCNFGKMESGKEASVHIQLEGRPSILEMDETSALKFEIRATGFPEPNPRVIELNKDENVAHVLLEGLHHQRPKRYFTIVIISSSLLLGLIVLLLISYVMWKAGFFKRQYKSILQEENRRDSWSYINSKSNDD
CR mimetic SO: yeast age-related superoxide inhibition as caloric restriction mimetic | S. cerevisiae aged cells, superoxide DHE fluorescence; hits give low values | AID 2690 | 330,000 tested, 0.18% active | superoxide response (% of plate mean), % at 10 µM;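 active = superoxide response under a set limit, about three screen SD below normal, cut at about 65% in these data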;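 note: yeast aged for seven days with compound at 30 °C before DHE staining; 100% = average MFI of all compound-treated wells on the plate with controls excluded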
CIT2-GFP yeast: modulators of TOR pathway CIT2-GFP in S. cerevisiae; S. cerevisiae CIT2-GFP strain, flow cytometry, 3 h; 100 means same as DMSO wells; GFP response vs DMSO, % at 10 µM; 320,000 tested, 0.065% active;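 active = GFP response relative to DMSO above a set limit, near the screen mean plus 3 SD, cut at about 150% in these data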;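 note: ratio of well median GFP fluorescence to mean of DMSO wells on the plate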
MCL1 BIM primary: MCL1-BIM-BH3 interaction inhibition (human); Q07820; GST-MCL1 / FITC-Bim-BH3 fluorescence polarization; inhibition, % at 10.9 µM; 320,000 tested, 0.68% active;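 active = inhibition above the mean inhibition of all tested compounds plus 3 SD, set per campaign, cut at about 40% in these data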;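 note: 0% = DMSO wells and 100% = unlabeled Bim-BH3 peptide control; higher means more loss of mP so more displacement of Bim peptide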
AGP1 TOR yeast: yeast TOR pathway AGP1-GFP modulation; AID 2066; S. cerevisiae AGP1-GFP multiplex flow cytometry, 3 h; GFP as percent of DMSO wells; 320,000 tested, 0.02% active; GFP response vs DMSO, % at 10 µM;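 active = GFP response relative to DMSO above a set limit, near screen average plus 3 SD, cut at about 150% in these data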;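 note: median GFP channel fluorescence of the gated AGP1 strain per well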
GLD-1 RNA inh: GLD-1-TGE RNA interaction inhibition (C. elegans); Q17339; purified GLD-1 + fluorescein TGE RNA, fluorescence polarization; inhibition, % at 5.96 µM; 320,000 tested, 0.44% active; AID 2280;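 active = percent inhibition above a per-plate cutoff, the plate mean of test compounds plus 3 SD, cut at about 30% in these data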;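 note: 0% = DMSO wells with GLD-1 and probe and 100% = wells lacking GLD-1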
* marks the source's active call; other numbers are inactive results; x = not tested or not shown.

SMILES	GRK2 aptamer HTS	Bcl-xL primary	MEX-5 binding	VLA-4 inh	CR mimetic SO	CIT2-GFP yeast	MCL1 BIM primary	AGP1 TOR yeast	GLD-1 RNA inh
CC(=O)Cc1cc(O)c2ccccc2c1OC(=O)c1ccccc1	0	2	-1.0	9	119	88	0	94	8
CC(C)CNC(=O)C1c2ccccc2Oc2ccccc21	0	6	1.8	3	100	92	-3	100	-4
COc1ccc(C)cc1NC(=S)N1CC(C)OC(C)C1 (centres undefined)	1	4	1.7	8	102	106	13	111	-1
CCOC(=O)c1sc(-n2[nH]c(C)cc2=O)nc1C	0	12	0.2	-1	99	94	15	89	2
Cc1cc(C)cc(NC(=O)Nc2ccc(Cl)cn2)c1	0	2	-2.4	6	111	97	-7	101	4
CN(C)c1nc(OCCNC(=O)Nc2ccccc2)nc(N(C)C)n1	0	5	-0.4	12	101	103	3	99	0
CC(=O)c1cccc(S(=O)(=O)Nc2c(C)nn(C)c2C)c1	0	5	x	-3	91	93	6	94	1
COc1ccc(C2=NN(C(C)=O)C(c3ccccc3)C2)cc1 (centres undefined)	1	4	3.3	-1	96	95	3	94	4
Cc1ccnc(Nc2nc(-c3ccc(F)cc3)cs2)c1	0	6	2.6	-7	108	86	12	86	4
CSc1ncccc1C(=O)OCC(=O)NC1CCS(=O)(=O)C1 (centres undefined)	1	3	-2.8	16	86	101	-3	101	-5
Cc1ccc(/C=C/C2=Cc3c(sc(NC(=O)CSc4n[nH]c(N)n4)c3C#N)C(C)(C)C2)o1	0	54*	4.2	-22	108	96	61*	102	37*
O=C(O)CNS(=O)(=O)c1ccc(Br)s1	0	7	1.9	35	97	101	2	114	-3
CN(C)c1nc(/C=C(\C#N)C(N)=O)c(Cl)n1-c1ccc(F)cc1	1	1	0.2	4	112	103	-8	106	0
CN(CCOc1ccccc1)CC(=O)Nc1cc([N+](=O)[O-])ccc1Cl	2	8	0.4	-31	96	108	-1	114	-1
O=C(c1ccccc1F)n1c2c(c3ccccc31)CCCC2	0	4	1.4	-17	102	101	2	98	-8
CC(C)n1cnc2cc(NCc3ccco3)ccc21	2	11	-9.5	14	114	100	7	98	-2
COc1ccccc1C1(CC(=O)O)CCOC(C)(C)C1 (centres undefined)	0	-2	-0.7	7	86	95	-2	99	-7
CN(C)c1ccc(/C=N/N=C(N)N)cc1[N+](=O)[O-]	0	4	-4.5	11	98	97	2	104	-3
CCOC(=O)Nc1ccc(C)cc1NC(=O)OCC	5	0	-0.8	-15	94	107	-9	105	9
O=C1CCCCCCC1Sc1ccccc1[N+](=O)[O-] (centres undefined)	4	5	0.9	12	99	78	-2	83	-6

Records listed so far shown as hits in Bcl-xL primary:
Compound	GRK2 aptamer HTS	Bcl-xL primary	MEX-5 binding	VLA-4 inh	CIT2-GFP yeast	MCL1 BIM primary	AGP1 TOR yeast	GLD-1 RNA inh
Cc1ccc(/C=C/C2=Cc3c(sc(NC(=O)CSc4n[nH]c(N)n4)c3C#N)C(C)(C)C2)o1	0	54*	4.2	-22	96	61*	102	37*

The results go on:
SMILES	GRK2 aptamer HTS	Bcl-xL primary	MEX-5 binding	VLA-4 inh	CR mimetic SO	CIT2-GFP yeast	MCL1 BIM primary	AGP1 TOR yeast	GLD-1 RNA inh
Cc1cc([N+](=O)[O-])cc(C)c1OCC(=O)N/N=C/c1ccc(OC(=O)c2ccccc2Br)cc1	0	-1	1.2	17	108	110	-4	105	5
COc1ccccc1NC(=O)CSc1nnc(CC(=O)Nc2ccccc2F)n1C	0	0	-1.8	-1	104	99	-5	100	-3
COc1cc(C(=S)N2CCOCC2)cc(OC)c1OS(=O)(=O)c1ccc(NC(C)=O)cc1	2	3	1.7	10	111	110	5	102	5
COc1cc(OC)cc(C(=O)N2CCN(c3ccccc3F)CC2)c1	0	-1	2.4	5	109	110	6	104	-18
COc1ccc(C2=NS(=O)(=O)N(C)C(C(=O)N3CCC(C(N)=O)CC3)=C2)cc1	0	0	0.5	20	87	103	2	102	-1
COc1ccc(N2C(=O)C(CC(=O)Nc3ccccc3)N(Cc3cccs3)C2=O)cc1 (centres undefined)	0	-2	-0.3	-4	109	117	-1	111	-6
Cc1cccc2nc(CSc3nc4cc([N+](=O)[O-])ccc4s3)cn12	0	3	-0.8	13	97	99	6	95	5
O=C1CCN(Cc2ccc(Br)cc2)CCN1[C@H](CO)c1ccccc1	0	1	-2.5	-6	100	107	-4	108	6
COc1cccc(N=Nc2ccc(O)c3ncccc23)c1	1	6	-2.5	11	93	104	8	89	3
Cc1ccc(C(=O)O/N=C\c2ccc(N3CCOCC3)c([N+](=O)[O-])c2)cc1	6	-1	2.1	-1	102	92	5	100	-8
CCS(=O)(=O)Nc1ccc(-c2nc3cccnc3s2)cc1	0	8	-0.4	-7	114	101	0	99	-1
COC(=O)[C@@]12CCCCN1[C@H](c1ccc(-c3ccc(C(C)=O)cc3)c(OC)c1)[C@@H]1C(=O)N(C)C(=O)[C@@H]12	x	0	-1.5	x	x	x	-7	x	-7
COc1ccc(N(CC(=O)N/N=C/c2cc(Br)c(C)o2)S(=O)(=O)c2ccc(NC(C)=O)cc2)cc1	0	3	1.5	4	93	105	2	103	7
CCOC(=O)C1CCCN(S(=O)(=O)c2ccc(S(=O)(=O)N(CC)CC)cc2)C1 (centres undefined)	1	7	-0.6	15	113	85	6	95	1
N#C/C(=C\c1ccccc1OCc1ccc(C(=O)O)cc1)C(=O)Nc1ccc(O)cc1	1	9	-2.2	-3	94	94	2	102	3
O=C(CN(C(=O)CCC(=O)Nc1nccs1)c1cccc(F)c1)NCCc1ccccc1	2	2	-1.7	18	106	98	3	97	2
Cc1cccc(NC(=O)CN2CCN(C(=O)c3cccc(-n4cnnn4)c3)CC2)c1C	0	-13	x	11	91	102	-10	99	1
Cn1ncc(Br)c1C(=O)N/N=C/c1ccc(OS(=O)(=O)c2ccccc2)cc1	2	4	x	0	103	91	7	97	1
COc1ccccc1C(C)NCC(=O)NC(=O)NCc1ccco1 (centres undefined)	3	5	0.2	27	101	97	12	99	1
Cc1ccc(C(C(=O)NC2CCCCC2)N(C(=O)CCCC(=O)Nc2ccccn2)c2ccc3c(c2)OCCO3)cc1 (centres undefined)	3	2	-0.5	7	92	100	8	98	5
CC(Sc1cccc[n+]1[O-])C(=O)Nc1cccc(S(=O)(=O)N2CCOCC2)c1 (centres undefined)	1	-1	0.6	2	104	87	-10	98	2
COC(=O)N/N=C/c1cn(CCCOc2ccccc2)c2ccccc12	0	3	0.8	7	116	91	5	98	9
O=C(CNc1ccccc1-c1ccccc1)NCc1ccccc1	3	6	-0.1	6	108	88	5	89	-12
O=C(C(=O)N1CCN(Cc2ccc3c(c2)OCO3)CC1)c1c[nH]c2ccccc12	2	1	-3.9	9	111	96	2	101	0
CCCCN(C(=O)c1ccc(Cl)c(S(=O)(=O)N2CCOCC2)c1)c1c(N)n(CCC)c(=O)[nH]c1=O	1	-2	-3.6	1	97	96	-1	104	5
COC(=O)c1sc2nc(CSc3nc4ccc(C)cc4[nH]3)[nH]c(=O)c2c1C	0	-25	1.1	-11	96	109	-42	96	-21
CCN1CCN(c2ccc(S(=O)(=O)N3CCCCC3)cc2NC(=O)c2cccc(NC(C)=O)c2)CC1	9	-1	-3.2	-3	106	105	-7	113	-3
Cc1ccc(-n2ncc(C(=O)Nc3ccc(Cl)cc3)c2C2CCNCC2)cc1C	0	-2	-0.6	15	104	98	-3	103	6
CC1CCN(c2c(NCc3ccc(C(=O)N4c5ccccc5CC4C)cc3)c(=O)c2=O)CC1 (centres undefined)	0	2	2.1	12	97	108	9	110	-1
Cc1nn2c(-c3cccc(NC(=O)c4ccco4)c3)nnc2c2ccccc12	0	4	2.8	3	97	106	-2	107	9
CCOC(=O)c1ccc2[nH]c(C)c(C)c2c1	2	-4	2.0	5	102	81	-3	83	-6
COc1cc(NC(=O)c2cccnc2)c(OC)cc1NC(=O)c1ccc(Br)cc1	1	0	-3.1	7	85	108	0	93	2
CCOc1ccc(CCNC(=O)c2ccc(=O)[nH]c2)cc1OCC	0	2	0.1	8	98	102	3	94	0
CCc1ccc(C(=O)NNC(=O)CN2C(=O)NC(CC)(c3ccccc3)C2=O)cc1 (centres undefined)	1	4	-2.2	5	98	89	5	101	-3
O=C(CCSc1ccccc1)OCn1nnc2ccccc2c1=O	1	4	-0.9	11	103	107	-1	110	0
Cc1cccc(NC(=O)C2CCCCN2S(=O)(=O)c2ccccc2)c1C (centres undefined)	0	x	x	-15	119	108	x	105	-2
N#Cc1cnc(SCC(=O)N2CCCCC2)nc1N	0	4	2.5	0	121	100	9	100	0
CC(C)NS(=O)(=O)c1ccc(NCCCn2ccnc2)c([N+](=O)[O-])c1	0	-8	-4.0	-1	93	107	-3	103	0
CCc1cccc(NC(=O)CSc2nnc(Cc3ccc(OC)cc3)c(=O)[nH]2)c1	0	4	-4.3	-18	109	95	0	97	12
COC(=O)C1=C(C)N(C(C)c2ccccc2)C(=O)C1 (centres undefined)	0	5	-2.2	16	97	108	9	105	2
CCCc1cc(=O)[nH]c(SCC(=O)c2c[nH]c3ccccc23)n1	59*	1	-0.1	-21	97	106	-7	107	0
Cc1ccc(NCc2nnc(SCC(=O)N3c4ccccc4Sc4ccccc43)o2)c(C)c1	2	5	-3.0	0	103	100	12	98	5
CCOc1ccc(C(=O)NCC2(c3ccccc3)CCOCC2)cc1	0	-3	-1.2	-1	91	110	-9	108	-7
Cc1ccc2[nH]c3c(NCc4ccccc4)ncnc3c2c1	0	x	0.3	16	94	115	x	97	x
CC(NC(=O)C1CCC(C)(C(=O)O)C1(C)C)c1ccccc1 (centres undefined)	0	3	-0.2	18	90	104	6	97	1
CN1CCN(S(=O)(=O)c2ccc(CNC(=O)c3ccccc3)s2)CC1	x	2	0.1	-13	98	102	-1	100	-2
NS(=O)(=O)c1ccc(NC(=O)CN2CCc3ccccc32)cc1	5	21	-0.4	6	99	95	19	100	2
CCN1C(=O)C2(C(C#N)=C(N)Oc3n[nH]c(-c4ccc(Cl)cc4)c32)c2ccccc21 (centres undefined)	0	3	1.9	-17	109	104	5	112	1
CCOC(=O)C1=C(N)OC2=C(C(=O)CCC2)C1c1ccc(C)s1 (centres undefined)	0	3	0.6	6	95	102	-1	108	7
CCOc1cc(/C=N/NC(=O)C2CC2)ccc1OC(C)C	0	x	x	13	95	90	x	93	x
(continued)
SMILES	GRK2 aptamer HTS	Bcl-xL primary	MEX-5 binding	VLA-4 inh	CR mimetic SO	CIT2-GFP yeast	MCL1 BIM primary	AGP1 TOR yeast	GLD-1 RNA inh
CCOc1cc(C(=S)N2CCOCC2)ccc1OS(=O)(=O)c1ccc(Br)cc1	0	2	0.9	6	98	97	3	96	2
c1ccc(-c2nc(NCc3ccco3)c3ccccc3n2)cc1	1	4	-0.1	16	99	96	5	98	5
O=C1c2ccccc2C(=O)N1CSc1ncccn1	0	3	2.3	-12	93	110	11	105	9
O=C(CN1C(=O)c2ccccc2S1(=O)=O)NCc1ccc2c(c1)OCO2	2	1	-1.3	27	93	88	4	92	2
COc1ccccc1NC(=O)N1CCCC1C(=O)NC12CC3CC(CC(C3)C1)C2 (centres undefined)	0	2	3.2	3	109	97	3	102	-8
CC[N+](C)(C)CC/C=C1/c2ccccc2Sc2ccc(Cl)cc21	0	5	-1.1	5	105	96	8	111	2
NS(=O)(=O)c1cccc(NC(=O)C(Cc2ccccc2)NC(=O)c2ccccc2)c1 (centres undefined)	0	2	-1.1	1	103	107	-5	106	2
